Rpn11 inh – Rpn11 (human) deubiquitinase inhibition | human 26S proteasome, Ub4-pepOG fluorescence polarization; 20S core pre-blocked with epoxomicin | calls only at 20 µM | 360,000 compounds, 0.59% hits | AID 588493;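 active = inhibition at 20 µM, scaled to each plate's controls, above about 33%, limit read from the data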
DNMT1 block – DNMT1 (human) enzyme inhibition; AID 588458; DNMT1 molecular beacon, Hinp1I cleavage, fluorescence; inhibition (reported as % activation of signal), % at 10 µM; 360,000 compounds, 0.83% hits; P26358; in the data active = inhibition above about 50%
CendR NRP1 mod – NRP-1/CendR interaction modulation | O14786 | FAM-RPARPAR peptide binding to NRP-1, fluorescence polarization | inhibition, % at 25 µM | 360,000 compounds, 0.85% hits | AID 602438;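 active = inhibition or corrected inhibition above about 18%, plus a signal ratio from 0.5 to 1.5, limit read from the data, passing the limit was not always enough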; note: strong numbers were not always called active
SKN-1 inh – blocks SKN-1 activity in C. elegans | C. elegans VP596 Pgst-4::GFP/RFP ratio, acrylamide-induced, 24 h | inhibition, % at 21.8 µM | 360,000 compounds, 0.49% hits;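 active = interference check ratio from 0.5 to 1.5 plus GFP to RFP signal ratio inhibition reaching or exceeding a fixed threshold, cut at about 30% in these data, passing the limit was not always enough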; note: some compounds called inactive have numbers as strong as hits
Scp1 inh – inhibitors of human Scp-1 phosphatase. Q9GZU7. Recombinant Scp1, phosphopeptide, malachite green phosphate absorbance. inhibition, % at 20 µM. 340,000 compounds, 0.88% hits. AID 493091;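 active = inhibition above about 50% at 20 µM, limit read from the data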;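 note: plate controls were DMSO wells with enzyme for no effect and wells lacking enzyme for full effect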
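Material – SCP-1 phosphatase catalytic domain, residues 76-261 · Buffer or medium – Acidic Tris acetate buffer with magnesium and detergent · Also added – Phospho 17-mer peptide substrate · Compound – single 20 µM dose, 1% DMSO · Times – 45 min room-temperature reaction, 5 min colour, 30 min stabiliser · Technique – Phosphate-binding colour reagent, absorbance read at 630 nm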
LMPTP inh – LMPTP (human) inhibition. inhibition, % at 20 µM. recombinant LMPTP-A, OMFP fluorogenic substrate, fluorescence intensity. P24666. 360,000 compounds, 0.22% hits. AID 651560;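 active = compounds that cut the enzyme signal by at least half of the control window in the single-dose screen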;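 note: plate controls were DMSO wells with enzyme plus substrate for no effect and substrate without enzyme for full effect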
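Test system: LMPTP-A phosphatase enzyme. Amount: LMPTP-A at 0.625 nM final in the reaction. Reagent: OMFP substrate, 400 µM final. Times: 50 min at room temperature. Signal: endpoint fluorescence intensity from OMFP dephosphorylation. Read-out basis: % inhibition. Benchmarks: no-enzyme and uninhibited controls.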
NadD inh – NadD (S. aureus) enzyme inhibition. purified NadD enzyme, colorimetric absorbance read-out. inhibition, % at 20 µM. 360,000 compounds, 0.78% hits. AID 602399; in the data active = inhibition above about 26%; note: some compounds past the cut are filed as inactive
MT1-MMP act inh – MT1-MMP (human) activation inhibition | P50281 | HT1080 RFP-PRO-GFP cells, GFP/RFP ratio fluorescence, overnight; percent of plate control window, DMSO zero | GFP/RFP ratio change, % at 20 µM | 360,000 compounds, 0.061% hits | AID 651647;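 active = GFP/RFP ratio change of at least 30% with cell ATP level not reduced by more than half and red fluorescence within 50% of control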; note: strong numbers were not always called active
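Assay system – RFP-PRO-GFP reporter HT1080 cells · Compound dosing – single dose of 20 µM compound, 1% DMSO final · Incubation – overnight compound exposure at 37 °C · Measure – GFP/RFP fluorescence ratio · Benchmarks – DMSO wells and RFP-L50D-GFP cells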
SUMO1 PPI mod – modulators of human SUMO1-mediated protein-protein interactions | AID 602429 | SUMO1 binding to a labelled peptide, TR-FRET, 1 h | 360,000 compounds, 0.33% hits | P63165 | inhibition, % at 20 µM; in the data active = inhibition above about 37%
STEP block – inhibitors of human striatal-enriched phosphatase STEP; P54829; inhibition, % at 20 µM; 360,000 compounds, 0.25% hits; recombinant STEP, OMFP fluorogenic substrate, fluorescence;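 active = inhibition at 20 µM, scaled per plate between control wells, above about 37%, limit read from the data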;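 note: 0% = DMSO with enzyme and substrate and 100% = substrate only without enzyme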
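Assay system: isolated STEP enzyme. Buffer or medium: pH 6.0 Bis-Tris with DTT and Tween 20. Also added: fluorogenic phosphatase substrate OMFP at 25 µM final. Dosing: 20 µM, 1% DMSO. Timing: 20 min reaction, room temperature, in the dark. Measured by: fluorescence intensity, excitation 480 nm, emission 540 nm. Evaluation: normalized % inhibition.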
An asterisk follows results filed as active; i = inactive; / = no result given; & = joins results of further samples.

SMILES	Rpn11 inh	DNMT1 block	CendR NRP1 mod	SKN-1 inh	Scp1 inh	LMPTP inh	NadD inh	MT1-MMP act inh	SUMO1 PPI mod	STEP block
Cc1ccc(N/C=C(\[N+](=O)[O-])S(=O)(=O)c2ccccc2)cc1	i	-1.1	0.2	-2.1	-4.9	-0.7	-4.9	0.7	-3.7	0.4
COc1ccc(S(=O)(=O)N2CCN(S(=O)(=O)c3ccc4c(c3)OCCO4)CC2)cc1C	i	-3.2	4.4	12.4	-5.9	1.8	-8.1	6.2	-2.1	0.3
COc1cc(C(=O)Nc2nccs2)c(Br)c(OC)c1OC	i	-1.4	5.6	-7.3	-6.0	-0.8	-1.4	1.6	0.6	-2.6
O=C1Nc2cc(S(=O)(=O)N3CCCC3)ccc2N2CCCC12 (stereo not given)	i	-11.7	-13.2	-23.5	0.3	1.2	6.6	-3.0	2.3	0.9
Cc1ccccc1C(=O)NC1CCN(Cc2nnnn2C(C)(C)C)CC1	i	-0.4	3.2	23.9	-6.1	-0.6	-2.8	2.2	2.2	1.4
O=C(/C=C/c1ccco1)OCn1nnc2ccccc2c1=O	i	0.1	-3.2	-3.7	3.5	-0.8	0.7	-0.5	-4.8	-2.4
Cc1cc(N2CCN(c3nc4ccccc4s3)CC2)n2ncnc2n1	i	1.2	-3.8	0.4	-4.1	0.6	-1.6	6.3	-0.5	-6.3
COc1ccc(NC(=O)C2CC(c3ccc(OC)c(OC)c3)=NO2)cc1OC (stereo not given)	i	-6.5	5.0	-7.9	-7.7	-0.5	2.1	-1.0	-6.0	0.2
CN(C)CCN1CCN(C2CN(Cc3cn(Cc4ccc(F)cc4)nn3)S(=O)(=O)C2)CC1 (stereo not given)	/	/	-74.0	-12.6	/	-7.4	2.1	4.2	-10.6	/
Cc1nnc(SCC(=O)N(Cc2ccccc2)C(C)C)n1-c1ccccc1	i	0.1	-0.2	5.3	-3.0	-1.6	4.2	1.1	-1.0	-4.9
COC(=O)c1ccc2nc(-c3ccc(Cl)cc3)c(Cc3cccc(Cl)c3)n2c1	/	/	-5.6	2.0	/	6.2	9.5	-3.6	2.0	/
C/C=C/C(=O)N1CC2(CC(c3cccc(NC(=O)/C(C)=C/C)c3)=NO2)C[C@H]1C(N)=O (stereo not given in full)	i	1.0	15.8	3.4	6.1	-4.1	2.0	-1.6	5.1	-2.4
Cc1ccc(Sc2ccc(CN3CCCC3)cc2[N+](=O)[O-])cc1	i	0.6	0.0	-5.2	2.0	2.9	-6.7	1.6	-25.8	2.3
Cc1cc(Br)cn2c(Cc3ccccc3)c(-c3ccc(C#N)cc3)nc12	i	-2.3	-37.0	5.9	/	1.6	13.0	-6.1	-2.4	1.4
C#CCOCCOCCOCCNc1nc(N2CCN(C(=O)Cn3cc(CCCN=C(N)N)nn3)CC2)nc(N2CCN(C(=O)[C@H](C(C)C)n3cc(CCO)nn3)CC2)n1	i	3.2	4.0	9.6	-3.8	-3.1	-4.3	-0.1	-0.9	0.5
O=C(COC(=O)c1ccccc1-n1cnnn1)c1ccc(Br)cc1	i	-1.4	4.5	4.0	-7.6	-1.2	-9.2	0.6	0.3	0.5
O=C(NC12CCC(O)C(SC1)/C2=N/O)c1ccccc1 (stereo not given)	i	2.4	7.4	-6.1	-13.1	-1.1	5.0	-2.7	0.6	-0.4
O=C(c1ccccc1)c1ccccc1	i	2.3	-0.5	1.3	-15.7	-1.7	2.1	-0.7	2.6	-0.5
Cc1nn(-c2ccccc2)c(Cl)c1/C=C(\C#N)C(=O)NC(C)C	i	1.3	6.4	-4.6	1.5	-3.9	-4.1	-9.5	-3.2	0.4
O=C(N/N=C/c1ccccc1OCc1ccccc1)c1cccnc1	i	-3.4	1.9	4.1	-1.8	-0.2	4.7	-0.9	-5.0	1.9
COc1ccc(-n2c(COc3cccc4ccccc34)nnc2SCC(=O)NCc2ccco2)cc1	i	-12.7	-15.2	-0.1	7.4	5.0	3.3	2.7	34.1	6.0
Cc1nc(NCc2ccc3c(c2)OCO3)c2nnn(Cc3ccccc3)c2n1	i	54.8*	-15.4	-4.7	2.9	-0.4	-4.3	0.1	6.0	-0.7
O=C(CSc1nnnn1-c1ccccc1)Nc1ncc2c(n1)CC(c1ccco1)CC2=O (stereo not given)	i	-1.2	6.8	-5.1	-3.4	48.6	2.8	3.8	-1.8	-0.1
COC(=O)[C@]1(Cc2ccccc2)N[C@H](CN(C)S(=O)(=O)c2ccc(F)cc2)[C@@H]2C(=O)N(Cc3ccccc3)C(=O)[C@@H]21	i	-6.2	-10.6	14.2	-13.8	1.4	0.4	0.6	1.6	0.8
CCN(CC(=O)Nc1ccccc1C(F)(F)F)C(=O)c1ccc2c(c1)NC(=O)CS2	i	0.9	11.9	8.2	-2.7	-0.8	-0.1	3.0	1.4	1.5
CN1C(=O)C(O)(CC(=O)/C=C/c2ccco2)c2ccccc21 (stereo not given)	i	6.6	4.9	-2.4	1.4	-0.1	-0.8	-0.4	0.3	-2.2
Cc1noc(C)c1NC(=O)Nc1ccc2c(c1)CC(=O)N([C@@H](C)CO)C[C@@H](C)[C@@H](CN(C)C(=O)Nc1cccc3ccccc13)O2	i	8.7	10.0	-8.9	-0.3	-0.5	1.9	5.0	-5.5	0.4
C=CCN1C(=O)C(Cc2ccc(OC)cc2)S/C1=N\N=C\c1cccs1 (stereo not given)	i	-0.8	13.8	10.7	-20.7	1.4	-5.9	-1.9	-3.9	-1.0
CCOc1ccc2c(c1)C(N(CCN1CCOCC1)C(=O)Nc1ccccc1)CC(C)(C)O2 (stereo not given)	i	1.4	4.8	1.2	-6.8	-0.7	-7.1	0.0	-2.1	1.0
COCCNC(=S)Nc1ccc(N2CCOCC2)c(S(=O)(=O)Nc2ccc(Cl)cc2)c1	i	1.3	-7.1	14.7	/	3.7	-1.0	1.3	8.3	5.6
Cc1ccccc1S(=O)(=O)Cc1ccc(C(=O)O)o1	i	5.2	3.6	0.5	5.8	-2.2	-1.1	-0.7	5.2	0.0
COc1ccc(N2C(=O)NC3CC2(C)Oc2ccc(Br)cc23)cc1OC (stereo not given)	i	1.4	-7.3	-12.0	-4.8	0.1	-3.2	0.6	1.5	-2.6
CS(=O)(=O)n1nc(-c2ccc(Cl)cc2)nc1N	i	-1.7	17.7	10.3	-9.9	-1.5	-5.0	1.7	0.9	-0.6
O=C(CN1CCN(Cc2ccccc2)CC1)NNC(=O)c1ccc(Cl)cc1	i	1.9	-0.7	-4.4	-0.8	-1.2	-3.0	0.6	3.8	0.0
Cc1cccc(CCN=C(N)NS(=O)(=O)c2ccccc2)c1	i	-1.8	2.3	9.3	-6.8	0.6	4.8	3.9	1.6	-1.6
O=C(NNC(=O)c1ccccc1F)c1ccc(-n2cncn2)c([N+](=O)[O-])c1	i	1.7	4.3	-9.4	-6.2	-1.6	-6.0	1.2	-16.4	-0.5
O=C(O)/C=C/c1ccc(Cn2ccnc2)cc1	i	-4.3&2.0	8.1&5.1	0.2&10.9	-6.2&-11.3	0.8&0.9	-2.0&1.4	2.0&0.9	-3.4&1.7	-1.7&0.7
c1ccc(Oc2nc(NCc3ccco3)nc(NCc3ccco3)n2)cc1	i	-3.0	-0.7	8.7	6.9	1.4	6.2	-7.6	-5.3	1.5
Cc1ccccc1NC(=O)c1cccc(NC(=O)c2c(C(=O)O)cccc2[N+](=O)[O-])c1	i	-1.1	-4.1	-3.0	-7.2	-2.1	3.5	2.1	-2.5	-2.2
CCC(C)N(CC(=O)Nc1cccc(C)c1C)C(=O)CCl (stereo not given)	i	3.5	-1.4	-21.4	-4.2	-1.0	4.5	-0.8	3.7	-1.9
CCn1c(CNC(=O)c2ccco2)nnc1SCC(=O)Nc1cc(C(F)(F)F)ccc1Cl	i	-3.0	-1.1	8.0	-4.3	-0.3	-2.2	-1.3	-1.0	4.5
O=C(c1cccc(Cl)c1)N1CCCc2ccccc21	i	-1.9	8.1	-0.4	-2.2	-0.2	-6.0	3.5	3.4	-0.2
C/C(=N/NC(=O)c1ccccc1)C(=O)O	i	0.4	2.7	2.6	-13.0	-1.4	-3.9	-4.0	4.5	-1.9
COc1ccccc1C(=O)N/C(=C/c1ccco1)C(=O)Nc1cccc(C(=O)O)c1	i	10.0	-67.6	14.3	26.0	0.2	-1.0	-5.2	18.5	5.0
CCOC(=O)c1cc(NC(=O)OC)c(C)nc1C	i	2.1	3.0	-6.1	-1.9	-1.3	-3.2	1.0	-0.4	0.9
Cc1ccccc1S(=O)(=O)NC(=O)C1(C)CCN1C(=O)C1CCCCC1 (stereo not given)	i	1.3	-2.7	7.8	/	-1.6	-3.4	0.5	4.4	-0.8
C[C@@H]1CN([C@@H](C)CO)C(=O)CCCn2nncc2CO[C@@H]1CN(C)C(=O)Nc1ccccc1C(F)(F)F	i	1.3	-4.8	-10.3	/	-0.6	1.0	8.0	13.5	1.3
O=C(Nc1ncccn1)C1CCCN1S(=O)(=O)c1ccc(Cl)c(Cl)c1 (stereo not given)	i	-4.2	4.6	-0.1	-1.0	-1.1	-3.4	0.9	-3.8	0.2
C/C(=N\NC(=O)c1cccc(Cl)c1)C1C(=O)c2ccccc2C1=O	i	-14.7	-4.1	3.2	-9.4	0.5	-9.0	-0.8	1.2	-2.2
CN(C)c1ccc(/C=N/OC(=O)Nc2ccccc2)cc1	i	-3.7	-6.1	-9.3	-12.8	0.9	-5.1	0.0	-10.1	-1.9
Cc1cccc(C)c1NC(=O)CN(C)C(=O)c1ccc(N2C(=O)CCC2=O)cc1	i	1.1	8.2	6.8	-4.9	-3.0	-1.1	3.2	1.5	1.8

Three of the entries above in order of their number in DNMT1 block, smallest number first.
SMILES	Rpn11 inh	DNMT1 block	CendR NRP1 mod	SKN-1 inh	Scp1 inh	LMPTP inh	NadD inh	MT1-MMP act inh	SUMO1 PPI mod
O=C(c1cccc(Cl)c1)N1CCCc2ccccc21	i	-1.9	8.1	-0.4	-2.2	-0.2	-6.0	3.5	3.4
C/C(=N/NC(=O)c1ccccc1)C(=O)O	i	0.4	2.7	2.6	-13.0	-1.4	-3.9	-4.0	4.5
Cc1ccccc1S(=O)(=O)NC(=O)C1(C)CCN1C(=O)C1CCCCC1 (stereo not given)	i	1.3	-2.7	7.8	/	-1.6	-3.4	0.5	4.4

High-throughput results deposited in PubChem BioAssay by Sanford-Burnham Center for Chemical Genomics.
